TDP1 block – blocks human tyrosyl-DNA phosphodiesterase 1 | Q9NUW8 | recombinant TDP1, AlphaScreen DNA substrate cleavage | Potency, µM (highest dose often 130 µM), for inactives: at the highest dose activity change, negative = inhibition, most hits filed as inhibitors | actives 0.28% (n = 350,000) | AID 485290; also: nearly all actives have a fitted effect of over 40% in size
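Tdp1 1 nM final; 15 min RT w/ cpd; substrate 15 nM, 5 min; beads 10 ug/ml, 10 min; AlphaScreen read. Neg ctrl: no enzyme.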
GCN5L2 inh – GCN5L2 (KAT2A) acetyltransferase inhibition; Q92830; GCN5L2 HAT assay, ThioGlo1 CoA-SH fluorescence; Potency, µM (top dose mostly 58.9 µM), for the others: at the top dose activity change, negative = inhibition, actives largely listed as inhibitors; actives 0.21% (n = 390,000); AID 504327
Target sequence (Q92830 whole entry, looked up): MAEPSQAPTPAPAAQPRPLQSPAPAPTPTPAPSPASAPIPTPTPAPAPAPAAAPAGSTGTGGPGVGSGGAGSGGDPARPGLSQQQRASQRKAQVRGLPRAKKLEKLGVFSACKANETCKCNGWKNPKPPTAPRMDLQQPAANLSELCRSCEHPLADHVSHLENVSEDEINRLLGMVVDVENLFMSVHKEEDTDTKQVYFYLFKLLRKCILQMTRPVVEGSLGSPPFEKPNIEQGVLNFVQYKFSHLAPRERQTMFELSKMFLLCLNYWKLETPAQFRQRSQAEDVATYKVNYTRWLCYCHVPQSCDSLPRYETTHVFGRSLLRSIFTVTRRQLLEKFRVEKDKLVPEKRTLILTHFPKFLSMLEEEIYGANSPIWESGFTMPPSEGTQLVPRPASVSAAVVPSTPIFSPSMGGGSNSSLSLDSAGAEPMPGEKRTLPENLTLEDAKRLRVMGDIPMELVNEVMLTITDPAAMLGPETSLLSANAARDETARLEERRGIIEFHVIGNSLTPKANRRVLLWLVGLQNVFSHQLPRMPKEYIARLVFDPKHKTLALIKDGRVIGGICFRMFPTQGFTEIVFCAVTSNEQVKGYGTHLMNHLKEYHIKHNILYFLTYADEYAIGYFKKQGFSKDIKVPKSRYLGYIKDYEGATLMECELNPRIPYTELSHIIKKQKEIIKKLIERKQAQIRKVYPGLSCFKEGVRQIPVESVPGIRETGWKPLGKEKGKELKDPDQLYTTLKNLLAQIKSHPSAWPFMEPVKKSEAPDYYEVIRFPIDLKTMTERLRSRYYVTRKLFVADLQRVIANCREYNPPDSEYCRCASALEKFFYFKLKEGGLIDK
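Compounds, pin-transferred from DMSO stocks, meet 20nM GCN5L2 for 15 min before the reaction begins with H3(1-25) peptide (75uM) and acetyl-CoA (70uM). Thiol-reactive ThioGlo1 reports CoA release over 20 min at room temperature.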
DT40 TDP1 no CPT – qHTS for Inhibitors of human tyrosyl-DNA phosphodiesterase 1 (TDP1): qHTS in cells in absence of CPT | DT40 Tdp1-/- hTDP1 cells, no CPT, ATP luminescence, 48 h | Potency, µM (highest dose often 46.2 µM), inactives show at the highest dose activity change, negative = growth inhibition, usual class: inhibitors | actives 15% (n = 420,000) | AID 686978, 2013; also: nearly all actives have a fitted effect of over 55% in size
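Chicken DT40 Tdp1-/- cells complemented with human TDP1, screened without camptothecin (DMSO vehicle only), 400 cells/well. Compounds pin-transferred, cells incubated at 37 °C for at least 48 hr. Growth read as ATP-dependent luminescence (CellTiter-Glo, 30 min at RT).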
An asterisk follows results filed as active; & = joins results of further samples; [ ] = remark or other dose. Calls follow the shape of the dose curve; as a rule, active = well fitted curve in the direction sought with a large enough effect; inconclusive = small, poorly fitted or top-dose-only effect, or another doubt; inactive = no such curve, though single readings can be large; an effect the other way counts as inactive or inconclusive. % is scaled to controls: 0 for no effect and ±100 for the full control effect; potency is read from the fitted curve at half-maximal effect. A portion of the library; count on the stated rates, not on these rows.

For Nc1nc(F)cc(NCc2ccccc2)n1 the results were TDP1 block 4%, GCN5L2 inh 2% and DT40 TDP1 no CPT -8%.
Screening O=C(Nc1ccno1)Nc1ccc(Cl)cc1Cl returned TDP1 block 1%, GCN5L2 inh -4% and DT40 TDP1 no CPT inconclusive.
For COc1ccc(-c2nc(SCc3ccc(C#N)cc3)[nH]c(=O)c2C#N)cc1 the results were GCN5L2 inh 2% and DT40 TDP1 no CPT -18%.
For Cn1c(CSc2ccccc2)c(C#N)c2ccccc21 the results were GCN5L2 inh -6% and DT40 TDP1 no CPT -27%.
For CNC(=O)C1CC(=O)N(Cc2ccc(OC)c(OC)c2)C(=Nc2ccc(OC)cc2)S1 (stereo unspecified) the results were TDP1 block 2%, GCN5L2 inh 6% and DT40 TDP1 no CPT -14%.
Screening COc1ccc(CCNc2nc3c(c(=O)n(C)c(=O)n3C)n2C)cc1OC returned TDP1 block 5%, GCN5L2 inh -2% and DT40 TDP1 no CPT inconclusive.
Screening COc1ccc(-c2nnc(SCC(=O)Nc3ccc(C(C)=O)cc3)nc2-c2ccc(OC)cc2)cc1 returned TDP1 block 4%, GCN5L2 inh -1% and DT40 TDP1 no CPT 10µM*.
Screening Cc1c(C)n(Cc2ccccc2)c2ncnc(NCCCO)c12 returned GCN5L2 inh 36% and DT40 TDP1 no CPT 5%.
O=C(NC(=S)Nc1ccc(NC(=O)c2ccccc2)cc1)c1ccc(F)cc1 was read as TDP1 block 2%, GCN5L2 inh -5% and DT40 TDP1 no CPT 1%.
For Cc1cc(C)cc(-c2nnc(SCC(=O)c3c(N)n(C4CC4)c(=O)[nH]c3=O)o2)c1 the results were TDP1 block -2%, GCN5L2 inh -7% and DT40 TDP1 no CPT -11%.
`O=C(O)CNC(=O)c1ccc(NC(=O)/C(=C/c2cccc([N+](=O)[O-])c2)NC(=O)c2ccco2)cc1` gave TDP1 block 5%, GCN5L2 inh -15% and DT40 TDP1 no CPT -7%.
CC(C)CSc1n[nH]c(=S)s1 was read as TDP1 block 8%, GCN5L2 inh inconclusive and DT40 TDP1 no CPT -26%.
`Cc1cc(C)n(C(=O)c2cccc(S(=O)(=O)N3CCCCC3)c2)n1` gave TDP1 block 4%, GCN5L2 inh 1% and DT40 TDP1 no CPT 0%.
`CCc1ccccc1-n1c(SCC(=O)N2CCCC2)nnc1-c1ccccn1` gave TDP1 block 3%, GCN5L2 inh -5% and DT40 TDP1 no CPT 20µM*.
For Cc1ccc(N2CCN(C(=O)c3cc(C(=O)c4ccccc4C)c[nH]3)CC2)c(C)c1 the results were TDP1 block 5%, GCN5L2 inh -3% and DT40 TDP1 no CPT 23µM*.
Screening CCOC(=O)c1c(CN(C)C)n(-c2ccccc2)c2cc(Br)c(OC)cc12 returned TDP1 block 6%, GCN5L2 inh -6% and DT40 TDP1 no CPT inconclusive.
Screening CCCOc1ccc(C2c3c(-c4ccccc4O)n[nH]c3C(=O)N2CCCOCC)cc1OCC (stereo unspecified) returned TDP1 block 12%, GCN5L2 inh -12% and DT40 TDP1 no CPT inconclusive.
Cc1ccc(S(=O)(=O)N2CCN(CC(O)CN3CCOCC3)CC2)cc1 (stereo unspecified) was read as TDP1 block -7%[56.1 µM], GCN5L2 inh -19% and DT40 TDP1 no CPT 4%.
CCOc1ccc2cc(C3CC(c4ccco4)=NN3S(=O)(=O)c3ccccc3)c(Cl)nc2c1 (stereo unspecified) was read as TDP1 block 10%, GCN5L2 inh -6% and DT40 TDP1 no CPT inconclusive.
O=C(CSc1nnc(NC(=O)C2CC(=O)N(c3ccc(F)cc3)C2)s1)NCC1CCCO1 (stereo unspecified) was read as TDP1 block 1%, GCN5L2 inh inconclusive and DT40 TDP1 no CPT 7%.
O=C(CSc1nnc(C2CC2)n1-c1ccccc1)NCCN1C(=O)CSC1=O was read as TDP1 block -2%, GCN5L2 inh 4% and DT40 TDP1 no CPT -3%.
`Cc1ccc(CNCc2c(C(=O)O)c(C)n(Cc3ccc(C)cc3)c2C)cc1` gave TDP1 block 5%, GCN5L2 inh -3% and DT40 TDP1 no CPT inconclusive.
For CCNC(=S)N(Cc1cc2cc(C)c(C)cc2[nH]c1=O)C1CCCC1 the results were TDP1 block 3%, GCN5L2 inh -1% and DT40 TDP1 no CPT -28%.
`CCOc1ccc(N2C(=O)CC(NC3CCN(C(=O)c4cccs4)CC3)C2=O)cc1` (stereo unspecified) gave TDP1 block 4%, GCN5L2 inh -1% and DT40 TDP1 no CPT 0%.
`COc1ccc(CC(=O)NNS(=O)(=O)c2ccccc2[N+](=O)[O-])cc1OC` gave TDP1 block 2%, GCN5L2 inh 1% and DT40 TDP1 no CPT -18%.
Screening Cc1ccc(NC(=O)c2cccnc2)c([N+](=O)[O-])c1 returned GCN5L2 inh -20% and DT40 TDP1 no CPT 18µM*.
Screening Cc1cc(C)cc(C(=O)NCC(=O)OCC(=O)Nc2cccnc2Cl)c1 returned TDP1 block -3%, GCN5L2 inh -11% and DT40 TDP1 no CPT -5%.
`CCC/C(O)=C1\C(=O)CC(C)(C)CC1=Nc1cccc([N+](=O)[O-])c1` gave GCN5L2 inh 10% and DT40 TDP1 no CPT inconclusive.
For N#Cc1c(N)c2ccccn2c1C(=O)c1ccc(Br)cc1 the results were GCN5L2 inh -3% and DT40 TDP1 no CPT inconclusive.
COc1ccc(S(=O)(=O)NCC(c2ccco2)N2CCOCC2)cc1C (stereo unspecified) was read as TDP1 block 3%, GCN5L2 inh 2% and DT40 TDP1 no CPT -10%.
For CCCCC12CN3CC(C)(CN(C1)C3c1c[nH]c3ccccc13)C2=O (stereo unspecified) the results were TDP1 block 2%, GCN5L2 inh 1% and DT40 TDP1 no CPT inconclusive.
CN(C)CCCCOc1cccc(Br)c1 was read as TDP1 block 0%, GCN5L2 inh 3% and DT40 TDP1 no CPT -8%.
Screening COc1ccc(C)cc1NC(=O)CNC(=O)[C@@H]1Cc2ccccc2CN1 returned TDP1 block 5%, GCN5L2 inh -4% and DT40 TDP1 no CPT 1%.
CCCNC(=O)CS(=O)Cc1nc(-c2ccccc2C)oc1C (stereo unspecified) was read as TDP1 block 2%, GCN5L2 inh -6% and DT40 TDP1 no CPT inconclusive.
CN(C)c1nc(N)nc(Cn2nnc(-c3ccc(C(F)(F)F)cc3)n2)n1 was read as TDP1 block 3%, GCN5L2 inh -6% and DT40 TDP1 no CPT -22%.
`S=C(Nc1ccc(N2CCOCC2)cc1)Nc1ccc2nc(-c3ccco3)c(-c3ccco3)nc2c1` gave TDP1 block 7%, GCN5L2 inh -1% and DT40 TDP1 no CPT inconclusive.
`COc1ccccc1-c1cc(NCc2ccccc2)ncn1` gave GCN5L2 inh -6% and DT40 TDP1 no CPT 5.8µM*.
For O=C(CSc1nnc(-c2cccnc2)n1-c1ccccc1)Nc1ccc2c(c1)OCO2 the results were TDP1 block 4%, GCN5L2 inh -9% and DT40 TDP1 no CPT -18%.
`COc1ccc(-c2cn(-c3ccc(OC)cc3)c3[n+]2-c2ccccc2CC3)cc1` gave TDP1 block 3%, GCN5L2 inh 24% and DT40 TDP1 no CPT 0.21µM*.
Screening O=S1(=O)c2ccccc2N(Cc2ccccc2Cl)c2ccccc21 returned TDP1 block 3%, GCN5L2 inh -6% and DT40 TDP1 no CPT inconclusive.
Screening CCN(CC)S(=O)(=O)c1ccc2c(c1)nc(CCC(=O)Nc1ccc(N3CCOCC3)cc1)n2C returned TDP1 block 5%, GCN5L2 inh -10% and DT40 TDP1 no CPT -30%.
O=C(CN1CCN(C(=O)c2ccco2)CC1)Nc1cc(C(F)(F)F)ccc1Cl was read as TDP1 block -4%, GCN5L2 inh -9% and DT40 TDP1 no CPT 23µM*.
Screening COc1cc(S(=O)(=O)N2CCN=C2c2ccccc2)c(OC)cc1Cl returned TDP1 block 4%, GCN5L2 inh -8% and DT40 TDP1 no CPT -1%.
Screening COC(=O)C1C(C(C)C)N(c2ccccc2)OC1(C)O (stereo unspecified) returned TDP1 block 0%, GCN5L2 inh 1% and DT40 TDP1 no CPT inconclusive.
Screening Cc1ccc(S(=O)(=O)N2CCCc3cc(NC(=O)c4c(F)cccc4F)ccc32)cc1 returned TDP1 block 1%&-6%, GCN5L2 inh inconclusive and DT40 TDP1 no CPT inconclusive.
For Cc1ccnc(NS(=O)(=O)c2ccc(NC(=O)c3ccc(N4C(=O)CCC4=O)cc3)cc2)n1 the results were TDP1 block -5%, GCN5L2 inh -5% and DT40 TDP1 no CPT -14%.
Screening O=C(NCC1COc2ccccc2O1)c1ccc(-n2cncn2)c([N+](=O)[O-])c1 (stereo unspecified) returned TDP1 block 5%, GCN5L2 inh 0% and DT40 TDP1 no CPT inconclusive.
`CCOC(=O)N1CCN(Cc2nc3cc(NC(=O)c4ccc(OC)cc4)ccc3n2C(C)C)CC1` gave TDP1 block -1%, GCN5L2 inh -3% and DT40 TDP1 no CPT inconclusive.
For CCN(CC)C(=O)CN(Cc1ccccc1)S(=O)(=O)c1ccc(F)cc1 the results were TDP1 block 2%, GCN5L2 inh -14% and DT40 TDP1 no CPT 4%.
Cc1cc(C)n(C(C)CC(=O)Nc2cccc(C#N)c2)n1 (stereo unspecified) was read as TDP1 block 3%, GCN5L2 inh 1% and DT40 TDP1 no CPT -12%.
`COc1ccc(C(=O)C2CCCN(C(=O)c3noc4c3CCCC4)C2)cc1F` (stereo unspecified) gave GCN5L2 inh -6% and DT40 TDP1 no CPT 18µM*.
Screening O=C(Cc1ccc(Cl)cc1)NC(=S)Nc1ccccc1O returned TDP1 block 1%, GCN5L2 inh -8% and DT40 TDP1 no CPT inconclusive.
Screening CS(=O)(=O)c1ccc2nc(NC(=O)C3C4C=CC(C4)C3C(=O)O)sc2c1 (stereo unspecified) returned TDP1 block -6%, GCN5L2 inh -5% and DT40 TDP1 no CPT -12%.
CCCCn1c(=O)[nH]c(=O)c2c1nc(-c1ccc(-c3ccc(F)cc3)o1)n2C was read as GCN5L2 inh 4% and DT40 TDP1 no CPT inconclusive.
Screening CCOC(=O)N1CCC(N(CCN(C)C)C(=S)Nc2ccccc2Cl)CC1 returned TDP1 block -5%, GCN5L2 inh 2% and DT40 TDP1 no CPT 25%.
CCOc1ccc2cc(-c3nnc(Nc4ccccc4F)s3)c(=O)oc2c1 was read as TDP1 block 1%[12.3 µM], GCN5L2 inh -1% and DT40 TDP1 no CPT inconclusive.
For CC(NC(=O)COc1cccnc1[N+](=O)[O-])c1ccc(Cl)cc1 (stereo unspecified) the results were TDP1 block 0%, GCN5L2 inh -17% and DT40 TDP1 no CPT -18%.
Screening O=C(NC(=S)Nc1ccc(S(=O)(=O)N2CCCCCC2)cc1)c1cccs1 returned TDP1 block 7%, GCN5L2 inh -1% and DT40 TDP1 no CPT 21µM*.
COC(=O)C1(C)NCCc2c1[nH]c1ccccc21 (stereo unspecified) was read as GCN5L2 inh 2% and DT40 TDP1 no CPT -11%.
`COc1cc(/C=C(\C#N)c2ccccn2)ccc1OCC(=O)Nc1ccc(Br)cc1` gave TDP1 block 6%, GCN5L2 inh -6% and DT40 TDP1 no CPT -2%.
`CCCn1nnnc1SCC(=O)Nc1sc(C)c(C)c1C#N` gave GCN5L2 inh -1% and DT40 TDP1 no CPT -20%.
Screening Cc1ccc(NS(=O)(=O)Cc2ccccc2)cc1Cl returned TDP1 block 2%, GCN5L2 inh -10% and DT40 TDP1 no CPT inconclusive.

Some of these compounds in order of length of the SMILES, lowest first.
`CCCn1nnnc1SCC(=O)Nc1sc(C)c(C)c1C#N` gave GCN5L2 inh -1% and DT40 TDP1 no CPT -20%.
Cc1cc(C)n(C(C)CC(=O)Nc2cccc(C#N)c2)n1 (stereo unspecified) was read as TDP1 block 3%, GCN5L2 inh 1% and DT40 TDP1 no CPT -12%.
COc1ccc(S(=O)(=O)NCC(c2ccco2)N2CCOCC2)cc1C (stereo unspecified) was read as TDP1 block 3%, GCN5L2 inh 2% and DT40 TDP1 no CPT -10%.
`CCC/C(O)=C1\C(=O)CC(C)(C)CC1=Nc1cccc([N+](=O)[O-])c1` gave GCN5L2 inh 10% and DT40 TDP1 no CPT inconclusive.
For CNC(=O)C1CC(=O)N(Cc2ccc(OC)c(OC)c2)C(=Nc2ccc(OC)cc2)S1 (stereo unspecified) the results were TDP1 block 2%, GCN5L2 inh 6% and DT40 TDP1 no CPT -14%.
`S=C(Nc1ccc(N2CCOCC2)cc1)Nc1ccc2nc(-c3ccco3)c(-c3ccco3)nc2c1` gave TDP1 block 7%, GCN5L2 inh -1% and DT40 TDP1 no CPT inconclusive.

Screening data (PubChem BioAssay)
